BAP1 block – blocks human BAP1 ubiquitin-AMC hydrolysis | actives 0.48% (n = 72,000) | AID 436 | recombinant BAP1, Ub-AMC hydrolysis fluorescence kinetic; hits give low values | activity remaining (% of control), % at 20 µM;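 active means activity remaining at or below 50% of control, provided the compound also passes the data quality filters; inactive means the rest, including low values that fail the filters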;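 further: 100% = DMSO wells rate and 0% = substrate alone blank rate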
Target sequence (Q92560 whole entry, looked up): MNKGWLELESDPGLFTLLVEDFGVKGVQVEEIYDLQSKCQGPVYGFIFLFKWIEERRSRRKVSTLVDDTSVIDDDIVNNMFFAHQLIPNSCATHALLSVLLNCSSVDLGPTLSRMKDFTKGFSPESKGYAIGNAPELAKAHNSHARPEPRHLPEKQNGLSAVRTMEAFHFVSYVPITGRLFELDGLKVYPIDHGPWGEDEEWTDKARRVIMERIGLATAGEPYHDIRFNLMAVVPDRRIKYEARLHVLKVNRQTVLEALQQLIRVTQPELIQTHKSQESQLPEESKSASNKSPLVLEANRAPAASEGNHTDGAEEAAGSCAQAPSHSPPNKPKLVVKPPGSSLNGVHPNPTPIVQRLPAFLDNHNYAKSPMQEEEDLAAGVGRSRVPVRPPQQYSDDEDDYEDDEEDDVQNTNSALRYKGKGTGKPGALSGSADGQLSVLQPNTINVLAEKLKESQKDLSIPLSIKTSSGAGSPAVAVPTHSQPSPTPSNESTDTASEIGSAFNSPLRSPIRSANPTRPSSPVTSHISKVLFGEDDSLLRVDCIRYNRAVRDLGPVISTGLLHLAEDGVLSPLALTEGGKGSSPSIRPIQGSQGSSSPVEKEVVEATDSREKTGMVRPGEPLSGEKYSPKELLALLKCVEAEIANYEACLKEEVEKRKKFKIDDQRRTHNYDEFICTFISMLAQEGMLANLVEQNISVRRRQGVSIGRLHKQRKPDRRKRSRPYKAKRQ
HePTP inh – inhibitors of human HePTP phosphatase. P35236. recombinant HePTP phosphatase activity, OD absorbance. inhibition, % at 20 µM. actives 0.64% (n = 110,000). AID 521; in the data active means inhibition above about 50%;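 further: plate controls were vehicle for no effect and reference inhibitor for full effect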
Target sequence (P35236 whole entry, looked up): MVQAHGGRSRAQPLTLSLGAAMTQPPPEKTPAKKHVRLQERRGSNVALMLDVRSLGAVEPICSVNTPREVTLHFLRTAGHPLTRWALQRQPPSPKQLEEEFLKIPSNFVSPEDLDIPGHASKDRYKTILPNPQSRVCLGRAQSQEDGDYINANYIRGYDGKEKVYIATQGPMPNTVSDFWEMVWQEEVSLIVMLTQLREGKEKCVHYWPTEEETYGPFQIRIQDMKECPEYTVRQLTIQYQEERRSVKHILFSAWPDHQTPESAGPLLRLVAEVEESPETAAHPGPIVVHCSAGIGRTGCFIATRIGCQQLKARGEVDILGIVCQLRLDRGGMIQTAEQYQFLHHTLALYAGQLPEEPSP
* = called active by the depositor; / = not tested or not shown.

SMILES | BAP1 block | HePTP inh
C/C(=N\NC(=O)CCN1CCN(C)CC1)c1ccc(O)cc1 | / | 2
CCCn1c(NC(=O)c2ccccc2)nc2ccccc21 | 89 | -10
CCC(OC(=O)c1cccs1)C(=O)NC1CCCCC1 (stereo unspecified) | 109 | 6
COc1cc(OC)cc(-c2nc(N)n[nH]2)c1 | 110 | 6
CN1C(=O)CC(N2CCN(c3ncccn3)CC2)C1=O (stereo unspecified) | 94 | 0
Cc1cc(C(=O)NCCC(c2ccccc2)c2ccccc2)ccc1[N+](=O)[O-] | / | -6
N#C/C(=C\c1ccc(-c2ccc(Br)cc2)o1)C(N)=O | / | 4
Cn1c(=O)c(N2CCOCC2)c2c3c(cccc31)C(=O)c1ccccc1-2 | / | -2
COc1ccccc1-c1ccc(Nc2cccc(C(C)=O)c2)nn1 | 89 | -3
Cc1onc(-c2ccccc2Cl)c1C(=O)Nc1ccc(-n2nncc2-c2ccco2)cc1 | / | 6
CCN1C(=O)c2cccc3c(NC(=O)c4ccc(C(=O)c5ccccc5)cc4)ccc1c23 | / | 9
COc1ccc(C2C(C(=O)OCc3ccccc3)=C(C)NC3=C2C(=O)CC(C)(C)C3)c(OC)c1 (stereo unspecified) | 159 | /
N#C/C(=C/c1ccc(Sc2ccccc2)o1)C(=O)Nc1ccccc1 | / | 2
CCOC(=O)c1sc2nc(CSCC(=O)OCc3ccc(C(=O)OC)o3)[nH]c(=O)c2c1C | 110 | 14
COc1cc(-c2nc3ccccn3c2/N=C/c2cc3c(cc2[N+](=O)[O-])OCO3)ccc1O | / | 6
CN(C1CCCCC1)S(=O)(=O)c1ccc(NC(=O)C2CCCCC2C(=O)O)cc1 (stereo unspecified) | 66 | 8
CCCOC(=O)c1ccc(-c2n[nH]c(=O)c3ccccc23)cc1 | 72 | /
Cc1cc(NC(=O)Cn2nc(C(F)(F)F)c3c2CCC3)no1 | 101 | 5
Cc1ccsc1C=Nc1ccc(Br)cn1 | / | 8
CCOC(=O)c1cnc(-n2nc(C)cc2C)nc1NC1CCCCC1 | 74 | -2

Next part, overlapping the part above by 3 compounds.
SMILES | BAP1 block | HePTP inh
Cc1cc(NC(=O)Cn2nc(C(F)(F)F)c3c2CCC3)no1 | 101 | 5
Cc1ccsc1C=Nc1ccc(Br)cn1 | / | 8
CCOC(=O)c1cnc(-n2nc(C)cc2C)nc1NC1CCCCC1 | 74 | -2
COc1ccc(C2/C(=C(\O)c3ccc(C)cc3)C(=O)C(=O)N2CCCC(=O)O)cc1 (stereo unspecified) | / | -12
COc1cccc(C(=O)Nc2nc3ccc(C)cc3s2)c1 | / | 4
C/C=C/c1ccc(OCCCNCC(C)O)c(OC)c1 (stereo unspecified) | 128 | 8
O=C(Nc1nc(-c2ccc3ccccc3c2)cs1)C1CC1 | / | 2
COc1ccc(S(=O)(=O)Nc2ccc(S(=O)(=O)Nc3nc(C)cc(C)n3)cc2)cc1OC | / | 0
Cc1ccccc1Cn1nnc(C(=O)Nc2cccc(C)c2C)c1N | 69 | 1
O=C1NC(=O)N(c2ccc(Cl)cc2)C(=O)/C1=C/c1ccc(O)c(Br)c1 | / | 13
CC(=O)NCC(=O)N(Cc1ccco1)C1(C(=O)NC2CCCCC2)CCCCC1 | 103 | -2
COCc1n[nH]c(=S)n1-c1cccc2ccccc12 | 127 | 6
COc1cc2c(cc1OC)-c1cc(NC3CCCC3)nc(=O)n1CC2 | 115 | 11
Cc1ccc(NC(=O)c2ccc(N(Cc3ccccc3)S(C)(=O)=O)cc2)c(C)c1 | 116 | /
COCc1cc(C)nc(SCC(=O)Nc2ccc3c(c2)OCO3)c1C#N | 58 | 3
CCCCC(=O)Nc1nnc(C)s1 | 118 | 8
COc1ccc(CCNS(=O)(=O)c2cn(C)c(=O)n(C)c2=O)cc1OC | 99 | 6
Cc1cccc(-c2cc3nc(C)cc(NCCCN(C)C)n3n2)c1 | 99 | 9
Clc1cc(Cl)c2nc(N3CCOCC3)sc2c1 | 110 | 8
COc1ccc(OC)c(C2NC(=S)NC(C)=C2C(=O)Nc2ccccc2OC)c1 (stereo unspecified) | / | -2
COC(=O)c1cc(COC(=O)c2ccc(OC)c(S(=O)(=O)N3CCCC3)c2)oc1C | 98 | 10
CC(=O)C(C)=O | 95 | /
CCCOCC(O)COc1ccccc1C(=O)N1CCOCC1 (stereo unspecified) | 94 | -5

Look-ups from above:
BAP1 block with `Clc1cc(Cl)c2nc(N3CCOCC3)sc2c1` is entered as 110
BAP1 block with `COCc1n[nH]c(=S)n1-c1cccc2ccccc12` is entered as 127
HePTP inh with `COc1ccc(OC)c(C2NC(=S)NC(C)=C2C(=O)Nc2ccccc2OC)c1` (stereo unspecified) is entered as -2
HePTP inh with `COc1ccc(S(=O)(=O)Nc2ccc(S(=O)(=O)Nc3nc(C)cc(C)n3)cc2)cc1OC` is entered as 0
BAP1 block with `Cc1ccc(NC(=O)c2ccc(N(Cc3ccccc3)S(C)(=O)=O)cc2)c(C)c1` is entered as 116

Further records
SMILES | BAP1 block | HePTP inh
N#Cc1c(-n2ncnc2-c2cccc([N+](=O)[O-])c2)sc2c1CCCC2 | / | 8
COc1ccc(-c2ccc(SCC(=O)N3CCOCC3)nn2)cc1OC | 110 | 5
Cc1nc(N2CCN(S(=O)(=O)c3ccc(F)cc3)CC2)c2c(C)c(C)sc2n1 | 76 | -1
O=C(NCc1cccnc1)/C(=N\O)c1ccccc1 | 144 | 10
COc1ccc(CCN(C(C)=O)C2CC(=O)N(c3ccccc3)C2=O)cc1 (stereo unspecified) | / | -5
Nc1nc(NCCCN2CCOCC2)cc(-c2ccccc2)n1 | / | 1
O=C(Nc1ccc(F)cc1)N1CCN(c2nc3ccccc3s2)CC1 | 90 | -8
CCOC(=O)CN1C(=O)C(C)(C)Oc2ccc(C(=O)NC(C)(C)CC)cc21 | 107 | 4
CN(C)c1ccc(C(=O)N2CCN(c3cccc(Cl)c3)CC2)cc1 | / | 12
Cc1ccc(NC(=O)CN(c2ccc(Oc3ccccc3)cc2)S(C)(=O)=O)cc1C | / | 6
CC(C)OC(=O)CSc1nnc(-c2cnccn2)n1-c1ccc(Cl)cc1 | 85 | 6
Cc1ccnc(N2CCC(C(=O)Nc3nnc(C)s3)CC2)n1 | 80 | 5
CCN1C(=Nc2cccnc2)SCC1(O)c1ccccc1 (stereo unspecified) | 124 | /
Cc1cc(I)ccc1S(=O)(=O)N1CCN(c2ccccc2)CC1 | / | 1
COc1ccc(OCc2ccc(-c3nc4ccccc4c(=O)n3N)o2)cc1 | 86 | 3
COc1ccc(-c2cc(C(F)(F)F)nc(SCCC(=O)N3CCOCC3)n2)cc1 | / | 10
CCCS(=O)(=O)N1CCCC(C(=O)NCCCN(C)Cc2ccccc2)C1 (stereo unspecified) | 101 | 5
O=C(CCc1nc2ccccc2[nH]c1=O)OCC(=O)N1CCc2ccccc21 | / | 0
O=C(O)CCC(NC(=O)OCc1ccccc1)C(=O)O (stereo unspecified) | / | 2
COc1ccc(-c2nc3cc(N=CC=Cc4cccc(Br)c4)ccc3o2)cc1 | 109 | /

Five structures from above, arranged by molar mass, highest first.
SMILES | BAP1 block | HePTP inh
CCOC(=O)c1sc2nc(CSCC(=O)OCc3ccc(C(=O)OC)o3)[nH]c(=O)c2c1C | 110 | 14
COc1ccc(C2/C(=C(\O)c3ccc(C)cc3)C(=O)C(=O)N2CCCC(=O)O)cc1 (stereo unspecified) | / | -12
CCOC(=O)CN1C(=O)C(C)(C)Oc2ccc(C(=O)NC(C)(C)CC)cc21 | 107 | 4
Clc1cc(Cl)c2nc(N3CCOCC3)sc2c1 | 110 | 8
CN1C(=O)CC(N2CCN(c3ncccn3)CC2)C1=O (stereo unspecified) | 94 | 0

Continuation:
SMILES | BAP1 block | HePTP inh
Cc1ccc2[nH]c(C(=O)N/N=C/c3ccc4c(c3)OCO4)c(-c3ccccc3)c2c1 | / | 4
Cc1cccc(C(=O)O/N=C(\N)Cc2cccc3ccccc23)c1 | / | 3
Fc1ccc(N2CCN(C(c3cccs3)c3nnnn3C3CCCC3)CC2)cc1 (stereo unspecified) | 78 | 6
Cc1cc(OCC(=O)Nc2ccncc2)ccc1Br | 95 | 4
Cc1nc(SCC(=O)Nc2ccc(C)c(F)c2)c2oc3ccccc3c2n1 | 85 | -3
Cc1noc(C)c1S(=O)(=O)N1CCC(C(=O)N2CCN(c3ccc(Cl)cc3)CC2)CC1 | 87 | -2
O=C(CC(NC(=O)c1ccccc1)c1ccccc1)OCC(=O)N1c2ccccc2Sc2ccccc21 (stereo unspecified) | / | -12
CCOc1ccc(-c2nnc(SCC(=O)N(CC)CC)n2N)cc1 | / | 3
CCOc1ccc(/C=N/NC(=O)c2cc(-c3ccccc3)n[nH]2)cc1 | / | 4
COc1ccc(N2C(=O)/C(=C/c3ccc(-c4ccc([N+](=O)[O-])c(C)c4)o3)SC2=S)cc1 | / | 9
COc1ccc(CC(=O)Nc2nc3n(n2)C(c2ccccc2)CC(=O)N3)cc1OC (stereo unspecified) | 97 | 16
C=CCc1cccc(CNc2nc3ccccc3n2CCC)c1O | 71 | 6
O=C1COc2ccc3ccccc3c2CN1 | 110 | -4
CCOC(=O)C1=C(C)NC2=C(C(=O)C(C(=O)OC)C(C)C2)C1c1ccc(OC)c(O)c1 (stereo unspecified) | 95 | 4
O=C(c1ccccc1-c1nc(-c2ccc(F)cc2)no1)N1CCCC1 | 91 | 8
O=[N+]([O-])c1ccc(N2N=C(c3ccc(O)cc3)CC2c2ccc(F)cc2)cc1 (stereo unspecified) | / | 4
Cc1cccc2cc(CN(CCCO)C(=O)Nc3cccc(Cl)c3)c(=O)[nH]c12 | 75 | -2
O=C(CN1C(=O)c2ccccc2S1(=O)=O)N1CCc2ccccc21 | 87 | 5
O=C(Nc1ccc(OC(F)(F)F)cc1)c1ccc([N+](=O)[O-])cc1Cl | / | 2
CS(=O)(=O)N(Cc1ccccc1)c1ccccn1 | 102 | 6

Given as labelled records: entries from further up
SMILES: O=[N+]([O-])c1ccc(N2N=C(c3ccc(O)cc3)CC2c2ccc(F)cc2)cc1 (stereo unspecified)
  BAP1 block = /; HePTP inh = 4
SMILES: Cc1cccc2cc(CN(CCCO)C(=O)Nc3cccc(Cl)c3)c(=O)[nH]c12
  BAP1 block = 75; HePTP inh = -2

Other structures.
SMILES | BAP1 block | HePTP inh
CCCC(=O)Nc1cccc(NC(=O)c2ccc3c(c2)OCCO3)c1 | 99 | 3
CCC(C)[C@H](NC(=O)NCCCN1CCOCC1)C(=O)OC (stereo partly specified) | 102 | 8
Cc1cc(C(=O)CN2C(=O)c3ccccc3S2(=O)=O)c(C)n1CC1CCCO1 (stereo unspecified) | 105 | 1
Cc1ccc([N+](=O)[O-])cc1N1C(=O)C2C3C=CC(C4CC34)C2C1=O (stereo unspecified) | 71 | /
O=C1Nc2c(S(=O)(=O)O)cc(S(=O)(=O)O)c3cccc1c23 | / | 9
COC(=O)C1=C(C)NC(=O)NC1c1ccc2c(c1)OCO2 (stereo unspecified) | 99 | /
CCCOC(=O)c1c(-c2cc(C)ccc2C)csc1N | / | 4
O=C1c2ccccc2C(=Nc2ccc(Br)cc2)C1c1ccccc1 (stereo unspecified) | 103 | /
Cc1cc(C)c2cc(CN(CCO)Cc3nnnn3Cc3ccccc3)c(=O)[nH]c2c1 | 86 | 3
O=C1OC(c2ccccc2)=N/C1=C/c1ccc(-c2cccc([N+](=O)[O-])c2)o1 | / | -14
Cc1onc(-c2ccccc2Cl)c1C(=O)Nc1ccc(C(N)=O)cc1 | 54 | -11
COCCN(C(=O)CCC(=O)Nc1ccccn1)C(C(=O)NCCC(C)C)c1ccc(OC)cc1 (stereo unspecified) | 86 | 2
O=C(CSc1nc(-c2ccco2)cc(C(F)(F)F)n1)NCc1cccs1 | 105 | /
CCC(C)(C)n1nnnc1CN1CCN(c2nc3cc(OC)ccc3cc2C#N)CC1 | / | 4
CC(=O)Nc1ccc(S(=O)(=O)NCc2ccc3c(c2)cc(C)n3C)cc1 | 66 | 2
COc1ccc(C2C(=O)N(C3CCCCCC3)CC(=O)N2Cc2ccccc2)cc1OC (stereo unspecified) | 61 | 2
COc1ccc2ccccc2c1C1CC(=O)N2CN(Cc3ccco3)CSC2=C1C#N (stereo unspecified) | 107 | 4
O=C(C[n+]1cccc(NC(=O)c2ccccc2)c1)c1ccc2c(c1)Cc1ccccc1-2 | / | 12
CCCC(=O)C1=C(N2CCCCC2)CC(C)(C)CC1=O | / | 13
O=S(=O)(c1ccc(Cl)cc1Cl)N1CCN(c2ccccc2)CC1 | / | 4
Cn1c(C(O)c2ccccc2)[n+](C)c2ccccc21 (stereo unspecified) | 104 | /
CC1CN(c2ccc([N+](=O)[O-])cc2Cl)CCN1S(C)(=O)=O (stereo unspecified) | / | -8
C=CCn1c(=O)c2c(nc3n2CCS3)n(C)c1=O | 113 | 13
CC1=Nn2c(nnc2-c2ccccn2)SC1 | 101 | 4
O=C(c1ccncc1)N1CCN(Cc2ccccn2)CC1 | / | -13
CCc1ccc2c(c1)C(O)(CC(=O)c1ccc(Cl)cc1)C(=O)N2 (stereo unspecified) | / | -14
C=CCn1c(SCc2ccc(C#N)cc2)nnc1-c1cccc(Cl)c1 | 115 | 9
CS(=O)(=O)N(CC(=O)NC1CCCC1)c1ccc2c(c1)OCCO2 | 193 | 0
CCOC(=O)N1CCC(NS(=O)(=O)c2cc(Br)cc3c2N(C(=O)CC)CC3)CC1 | / | 8
O=C(Nc1cccc2nsnc12)c1ccc(Cl)cc1Cl | / | 0
CC1CCCN(Cc2nc3c(c(=O)n(C)c(=O)n3C)n2CC(=O)c2ccccc2)C1 (stereo unspecified) | 87 | 8

Source: PubChem (several laboratories)
